HCV NS3 hel inh: inhibitors of Hepatitis C virus NS3 helicase; NS3 helicase DNA unwinding, Cy5 molecular beacon fluorescence; inhibition, % at 10.9 µM; 290,000 compounds, 0.56% hits;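 active = inhibition above the mean of all tested compounds plus 3 SD, set per campaign, cut at about 35% in these data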;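 also: 0% = DMSO wells and 100% = thioflavine S control wells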
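Assay system – hepatitis C virus NS3 helicase domain fragment enzyme · Buffer or medium – MOPS pH 6.5, MgCl2, DTT, Tween20, BSA · Reagent – Cy5/quencher beacon DNA duplex and ATP to start · Compound – single 10.9 µM dose · Timing – 1 h at 25 °C · Technique – Cy5 beacon fluorescence read at start and 1 h · Measure – % inhibition of unwinding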
VIM-2 inh: inhibitors of Pseudomonas aeruginosa VIM-2 metallo-beta-lactamase; inhibition, % at 5.6 µM; AID 1527; 290,000 compounds, 0.89% hits; purified VIM-2, nitrocefin hydrolysis, epi-absorbance fluorescence;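 active = inhibition above the mean of all tested compounds plus 3 SD, cutoff set per screening run, cut at about 7.5% in these data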;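 also: red hydrolysis product quenches plate fluorescence so inhibitors raise well fluorescence; 0% = enzyme with DMSO and 100% = DMSO without enzyme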
SUMO HTRF inh: inhibitors of human SUMOylation (UBC9); 290,000 compounds, 0.36% hits; inhibition, % at 35 µM; HTRF SUMOylation assay, SAE1/SAE2 + UBC9, in vitro; in the data active = inhibition above about 50%, passing the limit was not always enough; also: strong numbers were not always called active
Target sequence (P63279 whole entry, looked up): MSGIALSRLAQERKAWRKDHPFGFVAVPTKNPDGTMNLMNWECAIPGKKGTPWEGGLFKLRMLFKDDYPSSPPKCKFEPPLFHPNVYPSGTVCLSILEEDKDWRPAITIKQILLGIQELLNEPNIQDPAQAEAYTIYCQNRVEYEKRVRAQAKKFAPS
IDE inh: inhibitors of human insulin-degrading enzyme in cells; 320,000 compounds, 0.41% hits; inhibition, % at 5.59 µM; AID 434962; HEK cells, FAbetaB cleavage, fluorescence polarization;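 active = percent inhibition above the average of all tested compounds plus 3 SD, set per screening campaign, cut at about 16% in these data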;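 also: IDE supplied by intact live HEK cells; FP after avidin binding of uncleaved biotin substrate so inhibition keeps polarization high; 0% = DMSO wells and 100% = 60 µM reference IDE inhibitor Ii1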
CRFR2-BP antag: CRF-BP/CRF-R2 complex antagonism; HEK293 CRF-R2/CRF-BP, CRF-induced calcium fluorescence; AID 588475; 350,000 compounds, 0.59% hits; inhibition, % at 11.8 µM;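 active = inhibition of the ligand-induced calcium signal above about 50% at the single tested concentration, limit read from the data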
pCIP destab: p/CIP protein destabilization; decrease of EGFP signal, % at 10 µM; 290,000 compounds, 0.01% hits; AID 1984; F442A p/CIP-EGFP cells, EGFP fluorescence, 16 h; Q05BA5;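 active = EGFP signal decrease of at least 30% at 10 µM or well 3 SD below plate mean, unless failing retest; inactive = the rest, including hits failing retest or dose response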; also: some compounds called inactive have numbers as strong as hits; many of its hits are not listed in these tables
IDE act: boosts human insulin-degrading enzyme activity in HEK cells; P14735; FAbeta-B cleavage, fluorescence polarization; 0% vehicle, 100% cell-free pure enzyme wells; activation, % at 5.96 µM; 340,000 compounds, 0.073% hits;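 active = activation above the mean of all tested compounds plus 3 SD, set per screening campaign, cut at about 17% in these data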
IMP-1 inhibitor: inhibitors of Pseudomonas aeruginosa IMP-1 metallo-beta-lactamase; purified IMP-1, nitrocefin hydrolysis, epi-absorbance fluorescence; inhibition, % at 5.6 µM; 290,000 compounds, 0.45% hits; AID 1556;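 active = inhibition above the mean plus 3 SD of all compounds in the same screening run, cut at about 4.5% in these data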;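 also: 0% = IMP-1 with DMSO and 100% = DMSO wells lacking enzyme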
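System: purified recombinant IMP-1 beta-lactamase. Medium: Zinc- and detergent-supplemented HEPES buffer, pH 7.1. Compound: one 5.6 µM dose […]. Schedule: 15 min preincubation plus 25 min reaction at 25 °C. Technique: Epi-absorbance fluorescence, 480 nm excitation, 530 nm emission.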
GalR3 antagonist: antagonists of human GalR3 | HEK293 GalR3-CNG cAMP membrane potential fluorescence; galR3 body fused to GalR1 C-terminus | inhibition, % at 3 µM | 360,000 compounds, 0.44% hits | AID 651719;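 active = inhibition above the screen-wide average plus 3 SD, cut at about 13% in these data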;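 also: forskolin and galanin both at EC90 stimulate the cells; cAMP rise reported by CNG channel membrane potential dye signal; 0% = forskolin plus galanin with DMSO and 100% = forskolin alone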
Target sequence (O60755 1-299 limits assumed): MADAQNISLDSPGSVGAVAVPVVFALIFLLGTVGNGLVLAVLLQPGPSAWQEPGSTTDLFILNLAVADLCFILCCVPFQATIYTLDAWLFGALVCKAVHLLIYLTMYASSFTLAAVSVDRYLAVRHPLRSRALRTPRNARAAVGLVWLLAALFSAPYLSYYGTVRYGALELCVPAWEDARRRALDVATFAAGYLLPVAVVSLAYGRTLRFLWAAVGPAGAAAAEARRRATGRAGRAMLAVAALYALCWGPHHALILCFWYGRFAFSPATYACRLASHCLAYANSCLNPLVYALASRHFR
Starred values were filed as active, the others as inactive; . = no result given.

SMILES	HCV NS3 hel inh	VIM-2 inh	SUMO HTRF inh	IDE inh	CRFR2-BP antag	pCIP destab	IDE act	IMP-1 inhibitor	GalR3 antagonist
CCN1CCN(C(=O)c2cc(S(=O)(=O)N3CCCCC3)ccc2Cl)CC1	2	-2.5	7	1	12	-10	2	-0.4	0
COc1cccc(N2CC(C(=O)OC(C)C(=O)c3ccccc3)CC2=O)c1 (stereo unspecified)	4	-4.4	19	1	8	-14	0	-3.1	-4
COCCN(C(=O)CSc1nc2ccccc2c(=O)n1C(C)COC)c1c(N)n(Cc2ccccc2)c(=O)[nH]c1=O (stereo unspecified)	7	-4.7	-8	6	-3	1	-6	-0.6	-1
Cc1cc(C)n(CC(=O)NNC(=O)c2cncc(Br)c2)n1	.	.	.	8	0	.	-1	.	-6
CCCn1c(=O)c(C(=O)Nc2ncccc2C)c(O)c2ccccc21	-4	-2.1	21	-2	-2	9	5	-1.8	-3
NC(=O)CC(NC(=O)c1ccc(Br)cc1)c1ccc(N2CCN(c3ccccc3)CC2)c([N+](=O)[O-])c1 (stereo unspecified)	-9	1.8	4	2	15	-5	3	-1.4	-4
Cc1ccccc1C(OCC(O)CN1CCN(CCO)CC1)c1ccccc1 (stereo unspecified)	-6	-3.4	8	1	3	-17	5	-3.0	-7
O=C(c1ccco1)N1CCN(C(=O)c2cc(-c3ccncc3)nc3ccc(Br)cc23)CC1	2	1.1	.	1	-13	.	-2	-8.9	-3
CCN1CCN(c2ccc(NC(=O)c3ccc([N+](=O)[O-])o3)cc2Cl)CC1	-1	0.5	9	.	-5	-13	7	-4.1	2
COc1ccc(N/C(N)=N/c2nc(CSc3ccc(Cl)cc3)cc(=O)[nH]2)cc1	6	0.0	-17	1	16	-16	1	-3.5	-2
CCOC(=O)Cn1nc(-c2ccccc2)c2cnc3ccc(C)cc3c21	-2	-0.4	24	4	3	-17	0	-1.7	.
O=C1c2ccccc2CCc2ccc(Br)cc21	.	.	.	3	-2	.	0	.	-2
O=C(CC(Sc1ccccc1)c1cccs1)c1ccco1 (stereo unspecified)	-2	0.1	20	1	15	-8	-8	-2.3	-3
CCc1cc2c(=O)c(-c3cnn(-c4ccccc4)c3)c(C)oc2cc1OCC(=O)Nc1cccc(C)c1	-1	1.8	-2	-8	-4	-5	1	0.0	1
CCOC(=O)/C(C#N)=C/c1c(N2CCN(CC)CC2)nc2c(C)cccn2c1=O	12	2.9	-5	3	-3	0	-2	0.6	-9
COc1cccc2c(=O)cc(C)n(CC(=O)Nc3ccc(Br)cc3)c12	-4	-2.6	8	-4	12	-13	4	-1.7	-6
Cc1nc2c(ncn2-c2ccccc2)c(=O)n1NC(=O)CN1CCN(C)CC1	-6	-2.0	0	1	-12	0	-2	-5.0	4
COc1ccc(C(=O)Nc2ccc(C3CC3(Cl)Cl)cc2)cc1 (stereo unspecified)	0	-1.3	4	5	75*	-3	3	-2.6	-4
Cn1nc(C(=O)NCc2ccccc2Cl)c2c1-c1ccccc1S(=O)(=O)C2	0	-3.5	.	-1	-14	4	-4	0.4	3
CC(C)C[C@H](NC(=O)N1CCn2c1nc1ccccc12)C(=O)N[C@@H](Cc1ccccc1)C(=O)O	7	-4.2	10	5	2	-4	8	-3.1	-1
COc1cccc(NCc2nnc(SCC(=O)N(C)C3CCS(=O)(=O)C3)n2C2CCCCC2)c1 (stereo unspecified)	3	-0.9	2	7	9	-2	3	-3.2	-4
CC(=O)c1c(C)[nH]c(C(=O)NCCc2cccc(C)c2)c1C	8	-1.4	24	0	-6	-9	-5	-3.2	1
COc1ccccc1CNC(=O)CN1C(=O)N(C)C2(CCCCC2)C1=O	.	.	.	2	3	.	0	.	-3
COc1ccc(C2C3=C(CCCC3=O)N(CC(=O)O)C3=C2C(=O)CCC3)cc1Cl	30	0.1	21	7	2	1	7	-0.5	-8
O=C(c1cnccn1)N1CCN(S(=O)(=O)c2ccc3ccccc3c2)CC1	6	-0.8	2	3	3	-8	-2	-2.6	-5

3 entries already listed, sorted by the value under VIM-2 inh, smallest number first:
SMILES	HCV NS3 hel inh	VIM-2 inh	SUMO HTRF inh	IDE inh	CRFR2-BP antag	pCIP destab	IDE act	IMP-1 inhibitor	GalR3 antagonist
COc1ccc(C(=O)Nc2ccc(C3CC3(Cl)Cl)cc2)cc1 (stereo unspecified)	0	-1.3	4	5	75*	-3	3	-2.6	-4
O=C(CC(Sc1ccccc1)c1cccs1)c1ccco1 (stereo unspecified)	-2	0.1	20	1	15	-8	-8	-2.3	-3
NC(=O)CC(NC(=O)c1ccc(Br)cc1)c1ccc(N2CCN(c3ccccc3)CC2)c([N+](=O)[O-])c1 (stereo unspecified)	-9	1.8	4	2	15	-5	3	-1.4	-4

New compounds follow:
SMILES	HCV NS3 hel inh	VIM-2 inh	SUMO HTRF inh	IDE inh	CRFR2-BP antag	pCIP destab	IDE act	IMP-1 inhibitor	GalR3 antagonist
O=C(CSc1ccc2c(c1)OCCO2)NCc1ccccc1	-1	1.9	13	-2	-2	5	-6	1.3	-6
Cc1cccc(N(C)Cc2nnc(-c3cccc(Br)c3)o2)c1	-6	-1.4	-2	-2	-4	-8	4	-0.3	-5
C#CCNC(=O)C1=C[C@H](C)C[C@H](OCc2ccc(CO)cc2)O1	.	.	.	6	7	.	1	.	-3
CCN(CC)CCNc1cc(C)c(C#N)c2nc3ccccc3n12	22	22*	22	8	-37	-2	-4	-3.1	-8
CCN(CC(=O)Nc1c(F)cccc1F)C(=O)CNC(=O)c1sc2ccccc2c1Cl	.	.	.	1	5	.	-2	.	-5
c1ccc(COc2ccc(CNn3cnnc3)cc2)cc1	6	-2.7	-13	2	16	2	-5	-3.0	-4
C=CCn1c(SCc2ccc(C(=O)OC)cc2)nnc1-c1sc(N)nc1C	1	-1.4	5	0	25	0	1	-3.0	-1
CCOCCCNC(=O)C1CC(=O)N(CCc2ccccc2)C1 (stereo unspecified)	9	1.3	7	-1	2	-10	3	-0.8	-13
Cc1csc2ncc(C(=O)Nc3ccc4c(c3)OCCO4)c(=O)n12	.	.	-3	1	13	1	7	.	0
O=C(Nc1ccccc1F)c1cc(S(=O)(=O)N2CCCCC2)cs1	-3	0.5	14	1	-24	-6	2	-4.8	-7
COc1ccc(CCNC(=O)C2CCN(S(=O)(=O)c3ccc(OC)cc3)CC2)cc1	1	-1.8	-2	5	2	-15	-2	-4.8	-4
CCN(CC)CCN1C(=O)c2ccccc2NC1c1cccc(F)c1 (stereo unspecified)	-3	-0.6	11	6	0	-5	-1	-2.2	1
CCN(CC)S(=O)(=O)c1ccc2c(c1)c(=O)c(C(=O)N1CCN(c3ccccc3)CC1)cn2C	-3	-3.5	4	-3	1	-5	1	-1.6	-6
COc1ccccc1NS(=O)(=O)c1cccc(NC(=S)NCCN2CCOCC2)c1	-7	-4.8	10	2	-4	1	3	-3.6	-7
CC(C)N(C(=O)CSc1nnc(NC(=O)c2ccco2)s1)C(C)C	-4	2.6	-2	0	4	4	3	-2.6	-6
O=C(NCc1ccc(Cl)cc1)C(=O)NCC1CCCN1S(=O)(=O)c1cccs1 (stereo unspecified)	.	.	.	5	-9	.	-2	.	-4
C/C(=N\NC(=O)CCc1ccccc1)C1C(=O)c2ccccc2C1=O	0	-3.6	-12	1	4	-6	-1	-8.1	-6
CCc1nn(C(C)C(=O)NC2CCCCCC2)c(=O)c2cc3occc3n12 (stereo unspecified)	4	-2.3	-9	4	2	4	3	2.5	-7
Cc1cc(C)cc(NC(=O)C(Sc2nnc(C)c(=O)[nH]2)c2ccccc2)c1 (stereo unspecified)	7	-0.9	19	2	5	0	5	-0.9	-6
C=CCn1c(=O)c2ccc(C(=O)NCc3ccccc3)cc2n(Cc2ccccc2Cl)c1=O	1	-1.4	11	-4	5	8	7	-2.2	-3
Cc1ccccc1NC(=O)Cn1nnc(-c2ccc(CN3CCC(C)CC3)cc2)n1	-3	-0.9	-19	4	-8	-2	6	-2.3	-3
O=C(c1ccccc1)N1CCN(CC(O)Cn2ccc3ccccc32)CC1 (stereo unspecified)	-6	-3.1	3	3	-5	-3	-8	-2.2	5
COc1cc(C)c(CN2CCN(S(=O)(=O)c3ccc(Cl)s3)CC2)cc1OC	.	.	.	-2	-2	.	-5	.	2
c1ccc(Sc2ncnc3c2oc2ccccc23)nc1	-3	-0.9	-7	3	13	-13	-1	-2.1	0
CCOC(=O)C1CCCN(c2c(Nc3cccc(C)c3)c(=O)c2=O)C1 (stereo unspecified)	-1	-2.9	-3	4	-1	-7	2	-3.5	3
Remaining list, next part.
SMILES	HCV NS3 hel inh	VIM-2 inh	SUMO HTRF inh	IDE inh	CRFR2-BP antag	pCIP destab	IDE act	IMP-1 inhibitor	GalR3 antagonist
O=[N+]([O-])c1nn(-c2ccc3c(c2)OCCO3)n(O)c1=NC1CCN(Cc2ccccc2)CC1	2	-2.2	20	-3	-15	-5	6	-1.0	-4
O=C(CSc1nccc(=O)[nH]1)Nc1ccc(N2CCOCC2)c(Cl)c1	3	-2.1	14	-1	4	-2	-4	-3.3	-2
CCOc1ccccc1NC(=O)C(C)SCc1ccccc1 (stereo unspecified)	-4	-0.9	1	2	16	-7	7	-0.4	-2
CC1=C(C(=O)OCC(C)C)C(c2cccc(F)c2)N2C(=O)C(C)SC2=N1 (stereo unspecified)	8	-2.0	2	0	1	3	6	0.7	1
Cc1ccc(-c2cc(C(=O)NC3CCCCC3)no2)cc1	-13	-3.0	15	-1	2	-21	5	-2.6	-8
CC1CCN(CCCCOc2ccc([N+](=O)[O-])cc2)CC1	-3	0.0	16	2	15	5	5	-1.7	-6
CCOc1ccc(-c2ccc(SCC(=O)N3CCN(c4ccccc4)CC3)nn2)cc1	5	-3.3	2	5	.	3	.	-3.3	.
O=C(O)CC(C(=O)Nc1ccc(Cl)cc1Cl)C1CCCO1 (stereo unspecified)	3	-2.7	4	0	-1	-4	1	-1.4	-9
Cn1ncc2c(NNC(=O)C3CCCCC3)ncnc21	-1	0.6	9	0	-3	7	-1	-0.8	3
CCC1CCCCN1C(=O)c1cc2cc(Br)ccc2oc1=O (stereo unspecified)	-9	-0.3	8	0	-21	-4	2	-4.0	1
CC1CN(C(=O)c2cccc(COc3ccccc3Cl)c2)CC(C)O1 (stereo unspecified)	-2	-2.5	19	1	-14	-7	1	-2.6	-4
CCOCCCNC(=S)NNC(=O)CCn1nc(C)c(Br)c1C	-15	-2.7	7	4	8	10	-5	-2.4	.
CC(=O)N1CCN(C(=O)CC2OC(=O)c3ccccc32)CC1 (stereo unspecified)	11	-2.2	3	7	-4	-12	-3	-1.4	-1
Cc1cccc(NS(=O)(=O)c2ccccc2)n1	2	-2.1	15	3	8	-17	-1	-2.5	-2
Cc1ccccc1NC(=O)c1ccc(NC(=O)C2CC(=O)OC23CCCCC3)cc1 (stereo unspecified)	18	-2.1	28	.	9	-9	0	-2.4	5
CC1(C)Cc2nc3sc4c(=O)n(CC(=O)NCc5ccccc5)cnc4c3cc2CO1	7	-0.8	-22	4	-6	12	6	-0.8	-6
CCNC(=O)NC(=O)C(C)Sc1nc2ccccc2n1CC(C)C (stereo unspecified)	-4	-0.2	-2	4	-6	0	7	-1.5	3
COc1cc(/C=C/C(=O)OCC(=O)NCc2ccco2)cc(OC)c1OC	-1	-3.3	0	0	3	2	-3	-4.1	0
